Screening results: PubChem, National Center for Advancing Translational Sciences (NCATS)
TRPV1 agonist – agonists of human vanilloid receptor 1 (TRPV1); AID 540275; Q8NER1; hit rate 0.19% among 320,000; activation, % at 8.33 µM; TRPV1-expressing cells, Fluo-8 calcium influx, agonist mode; in the data active = activation above about 80%; inconclusive = between about 30% and that limit; note: 0% is about no effect
Target sequence (Q8NER1 whole entry, looked up): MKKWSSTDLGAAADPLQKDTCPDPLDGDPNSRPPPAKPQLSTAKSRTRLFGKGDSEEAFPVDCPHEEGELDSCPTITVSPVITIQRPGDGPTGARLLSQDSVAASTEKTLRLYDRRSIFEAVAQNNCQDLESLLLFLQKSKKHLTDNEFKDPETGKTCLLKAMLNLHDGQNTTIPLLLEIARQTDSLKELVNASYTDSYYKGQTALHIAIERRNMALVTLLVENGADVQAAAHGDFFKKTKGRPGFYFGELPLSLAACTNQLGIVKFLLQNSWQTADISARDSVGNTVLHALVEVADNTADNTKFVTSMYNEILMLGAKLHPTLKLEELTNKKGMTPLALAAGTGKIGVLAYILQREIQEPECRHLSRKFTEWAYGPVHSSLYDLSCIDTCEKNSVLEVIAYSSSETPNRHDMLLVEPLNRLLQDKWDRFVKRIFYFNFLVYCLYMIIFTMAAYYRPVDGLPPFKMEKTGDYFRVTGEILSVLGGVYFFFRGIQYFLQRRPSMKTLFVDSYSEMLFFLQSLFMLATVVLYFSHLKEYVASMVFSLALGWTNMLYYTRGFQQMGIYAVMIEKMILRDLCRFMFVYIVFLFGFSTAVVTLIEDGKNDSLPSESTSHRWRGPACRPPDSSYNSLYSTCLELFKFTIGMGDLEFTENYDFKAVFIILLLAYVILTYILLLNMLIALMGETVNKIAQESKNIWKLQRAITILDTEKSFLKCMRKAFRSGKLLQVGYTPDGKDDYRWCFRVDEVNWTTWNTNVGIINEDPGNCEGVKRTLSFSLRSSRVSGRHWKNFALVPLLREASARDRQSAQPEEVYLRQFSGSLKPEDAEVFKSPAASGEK
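TRPV1-expressing cells were cultured overnight at 35.5C and loaded with Fluo-8 calcium dye for 40 to 90 min at room temperature. After a 10 s baseline, compound was added and calcium influx was read kinetically for 3 min (ex 480/em 520 nm).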
uPA generation – blocks generation of uPA at the cell surface; cell surface uPA generation assay, qHTS; Potency, µM (doses to about 38.3 µM), for inactives: at the top dose activity change, negative = inhibition, actives largely listed as inhibitors; hit rate 0.31% among 330,000; AID 540303; active = well fitted inhibition curve with a large enough effect; inconclusive = small, poorly fitted or top-dose-only effect; inactive = no such curve, though single readings can be large or run the other way; tested in mouse RAW 264.7 cells; note: potency is the fitted concentration of half-maximal effect; % is set by controls: 0 for no effect and ±100 for the full control effect; nearly all actives have a fitted effect of over 55% in size
BRCA1 expr up – BRCA1 expression activation; MCF7-BRCA1-FFLuc reporter, luminescence, 48 h; response scale: scaled: vehicle 0%, 10 µM genistein 100%; Potency, µM (highest dose often 46.1 µM), for the others: top-dose activation, hits mostly activators; hit rate 1.1% among 380,000; note: potency is the fitted concentration of half-maximal effect; nearly all actives have a fitted effect of over 80% in size; some results filed as inactive show a strong effect at the top dose
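Reporter cells (MCF7, BRCA1 promoter-firefly luciferase) received library compounds across a concentration series for 48 h. End-point luminescence was measured and concentration-effect curves derived after normalization.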
B2AR arrestin – recruits beta-arrestin to the human beta2-adrenergic receptor; P07550; beta-arrestin recruitment to beta2AR, cell-based reporter; Potency, µM (doses to about 46.1 µM), without a hit: at the top dose activation, actives largely listed as activators; hit rate 0.02% among 330,000; AID 492947;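 note: potency is the fitted concentration of half-maximal effect; 0% = DMSO controls and full agonism = EC100 isoproterenol or metaproterenol; nearly all actives have a fitted effect of over 65% in size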
p53 reactivator – restores transcriptional activity of mutant p53 | hit rate 0.063% among 320,000 | Potency, µM (doses to about 92.2 µM), inactives show at the highest dose activity change, positive = activation, most hits filed as activators | H1299 p53-A138V BP100-luciferase reporter, luminescence, 24 h; note: potency is the fitted concentration of half-maximal effect; % of control where 0% means no effect; nearly all actives have a fitted effect of over 45% in size
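H1299 (p53-null), stable ts p53-A138V + BP100-Luc; 1000 cells/well, Opti-MEM/10% FBS; cpd 4 pt, 1:5; 24 h, 37 deg C, 5% CO2; detection reagent 10 min RT; luminescence.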
ELG1 genotoxic – inducers of genotoxicity in HEK293T ELG1-luciferase cells; HEK293T ELG1-luciferase reporter, luminescence, 16 h; Potency, µM (titrated, usually from 46 µM), inactives show at the highest dose activity change, positive = activation, hits mostly activators; hit rate 1.3% among 330,000; note: potency is the fitted concentration of half-maximal effect; % of control where 0% means no effect; nearly all actives have a fitted effect of over 60% in size
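After overnight (16 hr) compound treatment at 37 °C, ELG1-luciferase HEK293T cells were lysed with ONE-Glo; luminescence quantified 30 min later at room temperature.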
TSG101-PTAP inh – blocks PTAP/TSG101 interaction to inhibit HIV-1 budding; Q99816; Fluorescence polarization, FITC-PTAP peptide / Tsg101 binding; Potency, µM (highest dose often 115 µM), without a hit: at the top dose activity change, negative = inhibition, hits mostly inhibitors; 340,000 tested, under 10 active; active = well fitted inhibition curve with a large enough effect in the main read-out, with a control signal flat, not every such curve was filed as active; inconclusive = small, poorly fitted or top-dose-only effect, or effect the other way, or a change in a side signal; inactive = no such curve, though single readings can be large or run the other way; note: potency is the fitted concentration of half-maximal effect; % of control where 0% means no effect
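Tsg101 binding domain (10 uM final) was mixed with compound and a FITC-labeled PTAP peptide (50 nM final) in HEPES pH 7.5 buffer with NaCl, Tween 20, EDTA and TCEP; fluorescence polarization was read after 20 min at r.t.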
S-ASM inh – inhibitors of human secretory acid sphingomyelinase; P17405; placental ASM, HMU-PC fluorogenic substrate, 60 min; Potency, µM (top dose mostly 57.5 µM), for the others: at the top dose activity change, negative = inhibition, usual class: inhibitors; hit rate 0.006% among 340,000; AID 504937; note: potency is the fitted concentration of half-maximal effect
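Human placenta-derived ASM preincubated with compound 10 min at room temperature, then reacted with 9 uM (final) fluorogenic HMU-PC substrate for 60 min at 37 C. Stop solution raises pH to 10; fluorescence read at Ex 386/Em 447 nm.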
USP2a block – inhibitors of human ubiquitin-specific protease USP2a; O75604; USP2 core, Ub-CHOP2 coupled fluorogenic reporter, 485/531; Potency, µM (highest dose often 38.3 µM), inactives show top-dose activity change, negative = inhibition, usual class: inhibitors; hit rate 0.01% among 330,000;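 note: potency is the fitted concentration of half-maximal effect; plate controls were DMSO wells for no effect and full inhibition by NEM control for full effect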
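Deubiquitinase activity read as fluorescence (485/531 nm) after Ub-CHOP2 cleavage activates the enterokinase reporter on its substrate; USP2 core 10nM, Ub-CHOP2 and substrate 25nM each, 30min compound preincubation then 60min RT; data normalized to NEM, curves fitted.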
Eya2 inh – blocks the phosphatase activity of human Eya2. O00167. recombinant Eya2, OMFP fluorescence dephosphorylation (OMFP is methylfluorescein phosphate). Potency, µM (top dose mostly 76.9 µM), without a hit: at the highest dose activity, negative = inhibition, usual class: inhibitors. hit rate 0.006% among 330,000. AID 488837; note: potency is the fitted concentration of half-maximal effect; % is set by controls: 0 for no effect and ±100 for the full control effect
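Eya2 protein (added as 0.2 uM solution) was preincubated with compound for 10 min at ambient temperature in 50 mM HEPES pH 7.5, 50 mM NaCl, 5 uM MgCl2, 0.05% BSA, 1 mM DTT. OMFP (added at 50 uM) then reacted 10 min; fluorescence read at 485/525 nm.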
a7 integrin act – integrin-mediated muscular dystrophy alleviation activation | Potency, µM (doses to about 38.3 µM), without a hit: at the highest dose activation, most hits filed as activators | alpha7betagal myoblasts, beta-gal FDG fluorescence, 48 h | hit rate 0.064% among 350,000 | AID 624291;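 note: potency is the fitted concentration of half-maximal effect; 100% = response of the positive control SU9516; nearly all actives have a fitted effect of over 60% in size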
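alpha7betagal+/- myoblasts (passage 13, 250/well) treated 48 h at 37C with compounds at 1:260 dilution of DMSO stock. Lysed, then beta-galactosidase activity read as FDG fluorescence (ex 480/em 540) after 30 min, with pre-read for autofluorescence.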
Active calls of the source: *; ? = inconclusive; . = not tested or not shown; & = joins results of further samples; [ ] = remark or other dose. Unless noted, calls come from the whole dose curve; as a rule, active = well fitted curve in the direction sought with a large enough effect; inconclusive = small, poorly fitted or top-dose-only effect, or another doubt; inactive = no such curve, though single readings can be large; an effect the other way counts as inactive or inconclusive.

SMILES	TRPV1 agonist	uPA generation	BRCA1 expr up	B2AR arrestin	p53 reactivator	ELG1 genotoxic	TSG101-PTAP inh	S-ASM inh	USP2a block	Eya2 inh	a7 integrin act
Cc1ccccc1C(=O)Oc1ccc(Cl)cc1C(=S)N1CCOCC1	13.2	-4.8%	-32.1%	-0.2%	-9.8%	-20.2%	-0.2%	.	-11.9%	-0.4%	16.2%
Cc1ccnc(NC(=O)CSc2ccc3c(c2)OCCO3)c1	7.5	-2.8%	-12.7%	-0.2%	12.9%	18.3µM*	0.3%	3.1%	-0.4%	12.1%	-16.7%
CSC1=NCCN1C(=O)C(C)Oc1ccccc1 (stereo not drawn)	-1.9	-3.9%	-0.9%	-0.4%	-1.0%	0.8%	-0.4%	1.8%	0.5%	9.3%	-17.5%
COc1ccccc1C(CC(=O)O)c1ccc2c(c1)OCO2 (stereo not drawn)	-0.9	8.1%	-1.3%	0.0%	6.5%	-1.8%	-0.8%	2.7%	0.6%	9.9%	-2.4%
CN(C)C(=O)c1cc(C(=O)c2ccc(F)cc2Cl)c[nH]1	21.8	-3.2%	71.7%	0.1%	0.9%	13.5%	-2.3%	-0.4%	0.5%	-2.4%	33.3%
Fc1ccccc1NC(=S)Nc1ccc(Br)cc1	-1.9	0.2%	-43.6%	0.6%	?	0.4%	-0.9%	-13.1%	5.3%	1.3%	-42.9%
Cc1occc1C(=O)Nc1cc(S(=O)(=O)N2CCOCC2)ccc1OC(C)C	?	-3.2%	-39.3%	-0.3%	1.7%	0.1%	-1.9%	-1.3%	2.8%	-2.7%	?
CC(=O)Nc1nnc(SCC(=O)N2CCN(Cc3ccccc3)CC2)s1	1.7	.	0.8%	0.1%	-1.6%	-1.4%	-6.6%	2.8%	-0.6%	7.8%	-7.7%
COc1ccccc1C(=O)N1C(CC(=O)Nc2ccc(C)c(C)c2)C(=O)NC2CCCCC21 (stereo not drawn)	-2.0	-22.4%	-26.4%	0.2%	-5.7%	-8.3%	-0.4%	2.0%	2.6%	-3.7%	15.5%
N#Cc1ccc(OCC(=O)Nc2nc(-c3ccncc3)cs2)cc1	-1.3	19.6%	-25.5%	0.3%	-0.8%	1.7%	0.4%	-1.8%	2.3%	-11.1%	10.8%
N#Cc1ccc(/C=C2\CCn3c2nc2cc(C(=O)O)ccc2c3=O)cc1	25.9	-0.6%	0.0%	0.1%	-1.5%	9.4%	-4.2%	244.4%[activator]	0.3%	-22.9%	3.5%
COC(=O)c1cc(NC(=O)c2c(F)c(F)c(F)c(F)c2F)cc(C(=O)OC)c1	1.2	-7.8%	-18.1%	-0.4%	-1.5%	-0.4%	1.4%	-11.8%	4.5%	5.5%	-19.5%
COc1cc(C#N)ccc1OC(=O)C1CCN(C(=O)c2ccc(F)cc2)CC1	-2.3	-0.2%	-10.1%	-0.1%	-2.6%	1.4%	-0.3%	4.2%	0.0%	9.6%	8.2%
CC(C)c1ccc(NC2CCCN(C(=O)CCN3CCCCC3=O)C2)cc1 (stereo not drawn)	?	-3.5%	-17.2%	-0.6%	-11.0%	0.9%	-0.2%	-1.0%	1.4%	-1.3%	-10.8%
CC1CCN(C(=O)c2nc[nH]c2C(=O)OCCNC(=O)OC(C)(C)C)CC1	-3.3	6.6%	24.1%	0.1%	-3.4%	0.8%	-2.9%	1.9%	-1.0%	-3.8%	3.7%
CN1C(C)(C)CC(NC(=O)CCC(=O)NC2CC(C)(C)N(C)C(C)(C)C2)CC1(C)C	.	11.4%	-18.6%	.	.	.	-3.2%	6.6%	.	.	8.6%
Nc1nc(SCC(=O)Nc2ccc(Br)cc2F)n[nH]1	-1.2	-0.4%	-3.4%	0.2%	-2.2%	0.5%	-1.7%	3.6%	-1.2%	13.2%	-15.6%
Cc1cccc(-c2noc(-c3ccno3)n2)c1	.	3.9%	59.5%	0.2%	9.8%	?	-7.1%	3.0%	2.5%	-9.4%	0.0%
COc1ccc(C2=CSC3=NCCN23)cc1[N+](=O)[O-]	-3.0	-6.5%	-6.5%	-0.8%	-1.2%	3.7%	-4.5%	-4.0%	5.0%	-11.3%	-12.6%
COc1ccc(S(=O)(=O)Nc2cccc(-n3cnnn3)c2)cc1	-1.6	5.9%	-32.7%	0.5%	-0.4%	-3.9%	0.3%	-1.6%	2.9%	-0.8%	-17.1%
Cc1cc(NC(=O)CSc2nnnn2C2CCCC2)no1	-2.8	2.6%	-3.8%	-0.2%	6.2%	1.4%	-2.5%	4.1%	-1.0%	-0.2%	8.1%
Cc1ccc(S(=O)(=O)NCCSC(C)(C)C)cc1	?	-1.1%	-5.0%[1.84 µM]	-0.8%	-0.2%	1.6%	-2.6%	-0.3%	0.4%	7.6%	24.8%
CCCCCCCCNc1ncnc2ccccc12	?	-24.1%	-62.2%	0.1%	0.7%	-0.4%	-10.0%	-6.5%	0.1%	-32.3%	-26.4%
CN(C)c1cc(-c2cccc([N+](=O)[O-])c2)oc(=O)c1Cl	1.9	3.0%	5.8%	0.7%	0.8%	-1.5%	-2.7%	-2.2%	-0.6%	-23.8%	4.5%
O=C(NC1CCSC1=O)c1ccccc1 (stereo not drawn)	0.7	-3.9%	-9.1%	-0.4%	-1.3%	1.6%	-6.4%	-2.2%	4.7%	-13.9%	10.1%
Cc1ccc(C(=O)COc2nc(C)nc3ccccc23)cc1	12.4	0.4%	0.7%	-0.5%	12.0%	0.6%	0.7%	-1.3%	-0.5%	5.0%	8.0%
COc1cccc(/C=N/NC(=O)c2ccc(N(C)S(=O)(=O)c3ccccc3)cc2)c1OC	4.5	-2.1%	-22.0%	0.4%	-2.4%	-6.6%	-3.5%	-8.7%	2.1%	-3.2%	20.7%
CCC(=O)Nc1ccccc1C(=O)OCC(=O)c1ccccc1	0.8	0.4%	2µM*	0.5%	9.5%	?	-5.7%	1.6%	-0.8%	-15.5%	29.6%
CC(=O)Nc1c(Cl)cc2c(c1Cl)Cc1cc(C#N)ccc1-2	.	-2.2%	-49.1%	.	.	.	-0.2%	8.3%	.	.	17.3%
O=C(Cn1nc(C(=O)O)c2ccccc2c1=O)Nc1ccc2c(c1)C(=O)c1ccccc1C2=O	-0.9	.	.	0.5%	8.8%	?	.	.	4.8%	1.2%	.
CC(C)(C)NS(=O)(=O)c1ccc(CCC(=O)Nc2ccc3c(c2)OCCO3)cc1	-1.9	0.2%	-14.2%	-0.6%	0.1%	0.7%	-0.6%	-0.6%	3.0%	-1.5%	-4.8%
O=C1CN(C(=O)c2ccc(Br)o2)C(c2ccccc2)c2cc(F)ccc2N1 (stereo not drawn)	12.5	-6.7%	-39.8%	0.1%	-4.8%	-1.4%	-1.8%	-1.0%	1.8%	15.2%	-6.9%
Cc1ccc2c(c1)cc(CN(CCc1ccccc1)C(=O)N1CCOCC1)c1nnnn12	25.7	-1.6%	-6.8%	0.2%	5.3%	-0.7%	-1.4%	-3.1%	-2.3%	-4.1%	-19.8%
O=C(NC(NC(=O)c1ccccc1)C(=O)c1ccccc1)c1ccccc1	2.2	-3.7%	-4.3%	-0.1%	-1.4%	10.4%	-0.7%	-3.2%	-1.4%	-1.5%	-5.9%
c1csc(C(c2nnnn2C2CCCC2)N2CCOCC2)c1 (stereo not drawn)	1.4	1.5%	-34.6%	0.1%	2.0%	2.9%	-18.0%	0.0%	2.1%	-2.7%	15.8%
CCC(=O)N/C(N)=N/c1nc(C)c2cc(OC)ccc2n1	-0.6	.	1.7%	-0.1%	37.1%	10.3µM*	-8.9%	115.3%[activator]	1.1%	-10.8%	-20.6%
CCC(C)c1ccc(NC(=S)NCCn2cc(Br)cn2)cc1 (stereo not drawn)	19.4	-2.9%	-8.3%	0.0%	-2.6%	0.9%	-1.8%	-0.7%	0.1%	2.9%	-20.5%
FC(F)(F)c1ccc(C2Nc3cccc4cccc(c34)N2)cc1	0.2	1.6%	-50.0%	0.0%	-4.0%	-2.4%	-6.7%	10.3%	-0.6%	17.9%	-30.1%
COc1cc(C(C(=O)NCC2CCCO2)N(C(=O)Cn2nnc3ccccc32)c2ccc(C(C)=O)cc2)ccc1O (stereo not drawn)	-1.7	-2.9%	41.7%	-1.6%	0.8%	8.0%	-4.6%	-0.1%	0.9%	4.8%	0.0%
c1ccc(-c2nc(NC3CC3)nc(-n3ccnc3)n2)cc1	5.5	-7.7%	-8.2%	0.0%	-8.9%	-0.5%	-4.1%	-0.8%	2.9%	5.6%	2.3%
Oc1cc(Nc2ccncc2)cc2cccnc12	.	-24.7%	-3.3%	-0.2%&-0.2%	9.2%	4.3%	-1.7%	4.5%	1.5%&0.5%	5.6%&-1.0%	.
